# Bioassay records (PubChem BioAssay)
# Mtb FBA inh: inhibits M. tuberculosis FBA enzyme. 360,000 compounds, 2.3% hits. AID 588726. P9WQA3. purified M. tuberculosis FBA, fluorescence read-out. inhibition, % at 1 µM; in the data active = inhibition above about 27%;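 note: 0% = vehicle and 100% = reference inhibitor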
# Target sequence (P9WQA3 whole entry, looked up): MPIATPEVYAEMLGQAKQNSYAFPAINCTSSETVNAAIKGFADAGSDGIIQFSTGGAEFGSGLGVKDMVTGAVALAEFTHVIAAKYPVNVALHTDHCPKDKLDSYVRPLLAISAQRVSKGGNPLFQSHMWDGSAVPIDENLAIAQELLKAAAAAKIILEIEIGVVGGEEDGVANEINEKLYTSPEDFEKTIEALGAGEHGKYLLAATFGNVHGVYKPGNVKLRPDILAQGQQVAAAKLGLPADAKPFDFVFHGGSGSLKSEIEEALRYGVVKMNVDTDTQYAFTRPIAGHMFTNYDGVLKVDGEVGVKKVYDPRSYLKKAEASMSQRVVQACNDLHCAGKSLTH
# GDH-TPI inh: counter-screen for M. tuberculosis FBA inhibitors: GDH-TPI coupled enzymes | 360,000 compounds, 1.2% hits | inhibition, % at 4.8 µM | GDH-TPI coupled enzyme counterscreen, NADH absorbance | AID 588335; in the data active = inhibition above about 30%;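 note: 0% = DMSO wells and 100% = wells lacking the enzyme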
# Rv3671c protease: inhibitors of M. tuberculosis serine protease Rv3671c; 320,000 compounds, 0.048% hits; P9WHR9; inhibition, % at 5.96 µM; in the data active = inhibition above about 38%;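 note: extracellular domain of Rv3671c used as enzyme; 0% = enzyme with DMSO and 100% = no enzyme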
# Mtb UGM inh: inhibitors of M. tuberculosis UDP-galactopyranose mutase. P9WIQ1. purified UGM, fluorescence polarization probe displacement. inhibition, % at 10 µM. 320,000 compounds, 0.06% hits. AID 504406; in the data active = inhibition above about 10%, passing the limit was not always enough; inconclusive = no clear call, values can overlap the other calls
# Target sequence (P9WIQ1 whole entry, looked up): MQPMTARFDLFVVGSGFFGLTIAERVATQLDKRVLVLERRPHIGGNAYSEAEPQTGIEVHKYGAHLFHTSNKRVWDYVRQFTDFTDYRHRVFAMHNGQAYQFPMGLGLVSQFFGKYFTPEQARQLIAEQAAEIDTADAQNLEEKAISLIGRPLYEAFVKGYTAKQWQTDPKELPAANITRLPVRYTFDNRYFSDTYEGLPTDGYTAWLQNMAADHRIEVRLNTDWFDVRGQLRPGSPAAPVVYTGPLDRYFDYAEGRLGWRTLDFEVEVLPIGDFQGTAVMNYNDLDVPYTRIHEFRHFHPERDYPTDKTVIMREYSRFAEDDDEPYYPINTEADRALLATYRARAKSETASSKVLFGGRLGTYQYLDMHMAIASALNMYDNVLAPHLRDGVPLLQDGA
# MazF activator: MazEF (E. coli) toxin RNase activation; activation, % at 20 µM; AID 504720; FAM/BHQ RNA-DNA oligo cleavage fluorescence, 5 h; 350,000 compounds, 0.32% hits; in the data active = activation above about 50%
# Target sequence (P0AE70 whole entry, looked up): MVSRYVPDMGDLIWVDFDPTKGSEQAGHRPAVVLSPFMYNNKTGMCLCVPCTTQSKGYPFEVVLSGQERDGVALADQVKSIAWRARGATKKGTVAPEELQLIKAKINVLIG
# FadD28 binding: M. tuberculosis FadD28 bisubstrate binding inhibition; inhibition, % at 12.5 µM; FadD28 bisubstrate probe binding, fluorescence polarization; AID 588549; 360,000 compounds, 0.22% hits; in the data active = inhibition above about 8.5%, passing the limit was not always enough; inconclusive = no clear call, values can overlap the other calls
# BoNT F protease: inhibitors of Botulinum neurotoxin F light chain protease; Multiplex microsphere protease cleavage assay, flow cytometry; inhibition, % at 10 µM; 360,000 compounds, 0.22% hits; AID 588497; in the data active = inhibition above about 35%, passing the limit was not always enough; inconclusive = no clear call, values can overlap the other calls; note: plate controls were buffer without enzyme for full effect and enzyme alone for no effect
# PrPC surface inh: cell surface PrPC inhibition, primary TR-FRET screen. 370,000 compounds, 0.43% hits. P04156. TR-FRET read-out. inhibition, % at 13.8 µM. AID 720596; in the data active = inhibition above about 24%; note: 0% = median of the test wells and 100% = reference compound wells
# BioA inh: inhibitors of Mycobacterium tuberculosis BioA enzyme | 360,000 compounds, 0.096% hits | purified M. tuberculosis BioA enzyme, plate reader | AID 602481 | inhibition, % at 9.99 µM; in the data active = inhibition above about 40%; inconclusive = no clear call, values can overlap the other calls
# * marks the source's active call; other numbers are inactive results; ? = inconclusive; / = no result given.
SMILES,Mtb FBA inh,GDH-TPI inh,Rv3671c protease,Mtb UGM inh,MazF activator,FadD28 binding,BoNT F protease,PrPC surface inh,BioA inh
COc1ccc(CN(C(=O)c2snc(C(N)=O)c2N)C(C(=O)NC2CCCC2)c2ccc(OC)cc2)cc1 (stereo not given),3,1,-6,-0.3,7,/,-2,-20,-1.0
Brc1ccc(C2=Nn3c(nnc3-c3cccnc3)SC2)s1,-2,28,2,5.3,-22,-3.7,7,/,0.1
CC1(C)CC(=O)C=C(c2cc3ccccc3s2)C1,10,30,3,0.4,0,-1.0,-4,-3,-2.9
O=C(C1CCN(S(=O)(=O)N2CCOCC2)CC1)N1CCN(Cc2ccc3c(c2)OCO3)CC1,-1,1,/,/,2,1.8,3,3,0.1
Cc1onc(-c2ccccc2Cl)c1C(=O)NCc1nnnn1-c1ccc(F)cc1,0,7,-3,-1.1,3,-3.0,/,-2,1.0
CCCN=C1N(C)C[C@@H]2[C@@H]3C(=O)N(C)C(=O)[C@@H]3[C@](Cc3ccccc3)(C(=O)OC)N12,-1,0,/,/,3,-3.1,-7,4,-0.8
O=C(CNCc1ccccn1)N1CCc2ccccc2C1,-6,-19,2,1.5,-6,-2.9,9,-5,-0.9
Cc1ccc(S(=O)(=O)N2CCOCC2)cc1NC(=O)COC(=O)CCC(=O)c1ccc(F)cc1,1,2,/,/,-1,-2.5,-1,3,-1.1
COc1ccc(-c2csc(NC(=O)CN3C(=O)NC4(CCCC4)C3=O)n2)c(OC)c1,0,6,8,-2.0,7,1.0,?,0,1.1
CC(=O)N1c2ccc(S(=O)(=O)N3CCC(C(=O)NCc4ccccc4Cl)CC3)cc2CC1C (stereo not given),-3,-13,0,-2.5,-8,-2.4,0,0,-0.1
COc1ccc(C)c2sc(N(CCN(C)C)C(=O)/C=C/c3cccs3)nc12,0,31*,-7,0.7,-4,-2.6,-3,-10,-0.4
COc1ccc(/C=C2\SC(=S)N(C(C)C(=O)NC3C=CS(=O)(=O)C3)C2=O)cc1 (stereo not given),-3,7,-2,-0.3,7,-0.7,0,-8,6.6
CC1CCN(C(=O)COC(=O)CCC(=O)c2ccc(Cl)cc2)CC1,-1,-8,-7,1.0,4,-0.9,-15,5,-0.2
COc1cccc(/C=N/N2CCN(c3ccc(Cl)cc3)CC2)c1OC,0,-4,-2,0.5,-8,-1.8,-10,6,-4.8
CC(=O)CSc1nc2cc3c(cc2cc1C#N)OCCO3,3,33*,8,-1.3,80*,-1.4,-4,-9,/
O=C(NCCS(=O)(=O)NCc1ccc(F)cc1)c1ccccc1,2,4,7,-1.5,-4,-0.8,21,5,-2.3
CCOc1ccc2nc(C)cc(Nc3ccc4c(c3)OCCO4)c2c1,0,24,4,-0.8,13,-3.9,13,-20,0.8
Cc1ccc(C(=O)Nc2c3c(nn2C(C)(C)C)CS(=O)(=O)C3)cc1C,0,-11,1,0.5,-2,-1.9,-2,-5,-0.6
Cc1cnc(NC(=O)c2cncc(Br)c2)s1,-2,4,-8,1.5,-3,-0.1,-5,7,/
CCOc1ccc(N2C(=O)CC(N(Cc3ccco3)C(=O)CCC(=O)O)C2=O)cc1 (stereo not given),1,1,-4,2.4,10,-1.3,-4,4,0.7
c1coc(-c2cc3nc(NCc4ccc5c(c4)OCO5)ccn3n2)c1,17,14,/,/,/,1.5,0,0,-1.8
CC(C(=O)Nc1ccccc1)c1ccc(-c2ccccc2)c(F)c1 (stereo not given),2,0,-13,1.1,-3,-0.1,5,/,-0.3
CN(CC(=O)Nc1ccccc1Cl)CC(=O)Nc1sc2c(c1C(N)=O)CCC2,1,-6,6,0.4,-7,-3.0,-1,1,/
CC(=O)N/C(=C\c1cccc([N+](=O)[O-])c1)C(=O)NC1CCCCC1,1,7,5,0.5,8,0.0,-2,-21,-0.7
COCc1[nH]nc2c1C(c1sccc1C)C(C#N)=C(N)O2 (stereo not given),-14,-10,2,-1.0,5,-3.4,2,-7,1.4
CCOC(=O)COc1cccc2c(=O)n(CC(=O)NCc3ccccc3)ccc12,4,14,5,-1.9,8,-0.1,-4,-3,0.5
CC(C)(C)n1ncc2c(=O)n(CC(=O)N3CCc4ccccc43)cnc21,5,-3,-3,-0.9,-5,-3.3,-6,-1,-0.5
CN(Cc1cnc2nc(N)nc(N)c2n1)c1ccc(C(=O)NC(CCC(=O)O)C(=O)O)cc1 (stereo not given),74*,21,/,/,-53,-0.6,1,-8,/
COc1ccc(/C=C(\C#N)C(=O)Nc2cc(C)c(Cl)cc2OC)cc1O,2,13,-14,-1.7,8,-2.3,7,2,/
O=C(COC(=O)CNS(=O)(=O)c1ccc(Br)cc1Cl)Nc1ccc(N2CCOCC2)cc1,0,-2,3,-2.3,-4,-0.7,-4,4,1.7
O=C(CCNS(=O)(=O)c1cccc2nonc12)NCCc1ccc(Cl)cc1,-4,-7,3,-0.7,3,-7.9,20,-24,2.1
COc1ccc(/C=N/NC(=O)c2ccc(F)cc2)cc1CN1CCc2cc(OC)c(OC)cc2C1C (stereo not given),0,4,-12,0.1,2,-9.1,-15,-10,7.7
COc1ccccc1N1CCN(C(=O)C2CCN(S(=O)(=O)c3ccccc3F)CC2)CC1,0,-7,6,0.9,3,-2.4,-7,-8,0.3
CCC(=O)c1ccc(O)cc1,4,12,0,2.5,7,-2.3,-3,6,-4.9
CCCCn1ccnc1C,1,4,/,1.5,3,-3.8,?,6,-0.2
CN(C)C(=O)Oc1ccc2ccccc2c1Cl,1,3,4,0.9,4,-2.1,-3,4,-2.9
CCOc1ccc(NS(=O)(=O)c2cc(C)c(C)cc2C)cc1,-3,-4,5,3.1,-2,-1.8,0,-1,/
NNC(=O)C1COc2cc3ccccc3cc2O1 (stereo not given),1,2,7,-1.1,26,-1.0,17,7,-0.1
COc1ccc(S(=O)(=O)N2Cc3ccccc3CC2C(=O)N2CCOCC2)cc1OC (stereo not given),2,2,-5,2.8,-5,-2.4,-5,4,0.1
COc1ccc(NC(=O)C2CC(=O)N(C(C)C)C2)cc1 (stereo not given),0,-8,3,-3.4,-2,-1.0,5,5,-0.7
CCOc1ccc2cc(S(=O)(=O)N3CCOCC3)ccc2c1,10,-16,6,1.9,6,0.1,6,1,1.4
Cc1ccc(N2CCC3CC2c2cc(-c4ccc(C(F)(F)F)cc4)ccc23)cc1 (stereo not given),0,-4,/,/,-43,-3.8,-8,-2,-1.1
Cc1cc(NC(=O)/C=C/c2ccco2)ccc1NC(=O)c1ccccc1,0,16,-18,-4.2,0,-3.6,9,-6,-0.1
CCc1cccc(C)c1NC(=O)CSc1nnc(-c2ccco2)n1N,3,4,5,-1.4,-1,1.8,-10,4,-4.2
Cc1cc2oc(=O)cc(CN3CCN(S(=O)(=O)/C=C/c4ccccc4)CC3)c2cc1C,1,10,-19,2.4,-2,-3.5,-7,3,-0.2

# Three entries from above in another layout:
# Fields – Mtb FBA inh | GDH-TPI inh | Rv3671c protease | Mtb UGM inh | MazF activator | FadD28 binding | BoNT F protease | PrPC surface inh | BioA inh
NNC(=O)C1COc2cc3ccccc3cc2O1 (stereo not given)
  1 | 2 | 7 | -1.1 | 26 | -1.0 | 17 | 7 | -0.1
COc1ccc(S(=O)(=O)N2Cc3ccccc3CC2C(=O)N2CCOCC2)cc1OC (stereo not given)
  2 | 2 | -5 | 2.8 | -5 | -2.4 | -5 | 4 | 0.1
Cc1cc(NC(=O)/C=C/c2ccco2)ccc1NC(=O)c1ccccc1
  0 | 16 | -18 | -4.2 | 0 | -3.6 | 9 | -6 | -0.1

# (continued)
SMILES,Mtb FBA inh,GDH-TPI inh,Rv3671c protease,Mtb UGM inh,MazF activator,FadD28 binding,BoNT F protease,PrPC surface inh,BioA inh
CC1CCN(c2ccc(C(=O)Nc3nnc(C4CC4)s3)cc2[N+](=O)[O-])CC1,0,8,-4,0.2,-5,-1.3,3,-6,/
Cc1ccc(-c2csc(-c3cc(C)on3)n2)cc1,-2,8,2,-1.0,4,-1.8,/,3,/
CCn1c(CNC(=O)c2ccc(OC)c(OC)c2)nnc1SCC(=O)Nc1ccc(OC)cc1,0,0,-4,-2.0,-2,-2.5,-2,8,0.0
C/C=C\C(=O)Nc1cccc(C2=NOC3(C2)C[C@H](C(N)=O)N(C(=O)Cc2ccc([N+](=O)[O-])cc2)C3)c1 (stereo not given in full),0,3,-11,2.9,7,-4.9,-6,-16,-1.8
COc1ccc2nc(-c3ccccc3)cc(C(=O)OCC(=O)N3CC(C)OC(C)C3)c2c1 (stereo not given),110*,10,-30,-0.1,-2,-0.2,-7,-4,0.5
COc1ccc(S(=O)(=O)Nc2cccnc2)c(C)c1C,4,5,-7,2.5,11,-0.4,?,1,0.3
COc1ccc(N2CCN(C(=O)c3ccc(SC)cc3OC)CC2)cc1,-2,11,3,0.8,7,-1.3,0,-4,/
Cc1ccc(OCC(=O)Nc2ccc3oc(=O)ccc3c2)cc1C,1,-1,-6,1.7,8,1.7,-3,-8,-0.6
NNC(=O)/C(=C\c1cccs1)NC(=O)c1ccccc1,5,11,11,-3.4,9,-0.8,2,6,/
COc1cccc(NC(=O)CN(C)CC(=O)Nc2ccc(Cl)cc2[N+](=O)[O-])c1,2,-3,-16,1.9,1,4.2,-3,-2,-0.6
CC(C)CNC(=O)CN1C(=O)NC2(CCCc3ccccc32)C1=O (stereo not given),3,-5,7,-1.2,-5,1.0,6,-2,-1.5
CCC1=Nc2cc(C(=O)NCc3ccco3)ccc2Sc2ccccc21,2,8,-2,4.2,4,-2.0,-14,4,/
CCN(C[C@H]1N[C@@](C)(C(=O)OC)[C@H]2C(=O)N(C)C(=O)[C@@H]12)C(=O)Nc1ccc(OC)cc1,0,-2,0,-0.2,3,-1.3,-3,8,-0.4
COc1cc(S(=O)(=O)N2CCOCC2)ccc1NC(=O)CSc1nnc(N)s1,-2,-1,-6,-1.1,-2,-3.9,4,-5,1.5
NS(=O)(=O)c1ccc(CCNC(=O)c2cc(-c3cc(Cl)ccc3O)n[nH]2)cc1,-1,-7,-11,0.6,6,-12,0,3,-0.7
S=C(NC1CCCCCC1)NC1CCCC1,-1,-1,-1,-3.5,3,-2.3,-6,6,/
COc1ccc(/C=C2\SC(=S)N(CC(=O)NC3CCS(=O)(=O)C3)C2=O)cc1 (stereo not given),0,10,-2,1.9,-2,-13,8,-4,-3.0
Cc1ccccc1Nc1nc(N)nc(COC(=O)[C@@H](NC(=O)c2ccco2)C(C)C)n1,-1,-1,/,/,-1,0.7,-12,-7,/
COC(=O)c1[nH]c2cccc(C)c2c1NC(=O)CN1CCN(C(=O)c2ccco2)CC1,10,1,-10,-0.2,6,-2.4,7,-9,2.0
CCOCCOCCC(C(=O)OCC)P(=O)(c1ccccc1)c1ccccc1 (stereo not given),3,10,4,-0.4,-13,-0.7,-6,-1,-0.7
COC(=O)c1ccc(Oc2nc(NC(C)C)nc(NC(C)C)n2)cc1,-3,5,3,-1.3,1,0.5,-8,0,/
O=C(Oc1ccc(C(=S)N2CCOCC2)cc1)c1cccc([N+](=O)[O-])c1,1,20,-8,0.6,-5,-0.4,12,-6,-3.6
COc1ccccc1NC(=O)C1=C(C)Nc2ncnn2C1c1cccs1 (stereo not given),-2,-9,6,-1.8,28,-3.2,-7,0,0.1
CC(C)(C)C(=O)/C=C1\SCC(=O)N1CC(=O)N1CCN(c2ccccc2)CC1,-1,6,10,1.6,-2,-3.0,14,-5,1.3

# Single entries from above.
# Value of COc1ccc(/C=C2\SC(=S)N(CC(=O)NC3CCS(=O)(=O)C3)C2=O)cc1 (stereo not given) in BoNT F protease: 8
# Value of CCOCCOCCC(C(=O)OCC)P(=O)(c1ccccc1)c1ccccc1 (stereo not given) in BioA inh: -0.7
# Value of S=C(NC1CCCCCC1)NC1CCCC1 in FadD28 binding: -2.3
# Value of COC(=O)c1ccc(Oc2nc(NC(C)C)nc(NC(C)C)n2)cc1 in PrPC surface inh: 0
# Value of CC(C)(C)C(=O)/C=C1\SCC(=O)N1CC(=O)N1CCN(c2ccccc2)CC1 in FadD28 binding: -3.0
